RXFP1 antagonist = antagonists of human relaxin receptor RXFP1 | 350,000 compounds, 0.59% hits | Q9HBX9 | HEK293-RXFP1, relaxin-stimulated cAMP HTRF, 30 min; stronger effect = lower value | activity change, negative = inhibition, % at 57.5 µM | AID 1259400;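 active = activity change of -60% or lower, but not beyond a set lower limit; inconclusive = change between -60% and -40%, or beyond the set limit; inactive = change above -40%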; also: % is scaled to controls: 0 for no effect and ±100 for the full control effect
D2 antagonist = antagonists of human D2 dopamine receptor | P14416 | HEK293 TREx D2 cells, calcium flux, dopamine EC80 | inhibition, % at 10 µM | 340,000 compounds, 2% hits | AID 485344; in the data active = inhibition above about 30%; also: 0% is about no effect
Target sequence (P14416 whole entry, looked up): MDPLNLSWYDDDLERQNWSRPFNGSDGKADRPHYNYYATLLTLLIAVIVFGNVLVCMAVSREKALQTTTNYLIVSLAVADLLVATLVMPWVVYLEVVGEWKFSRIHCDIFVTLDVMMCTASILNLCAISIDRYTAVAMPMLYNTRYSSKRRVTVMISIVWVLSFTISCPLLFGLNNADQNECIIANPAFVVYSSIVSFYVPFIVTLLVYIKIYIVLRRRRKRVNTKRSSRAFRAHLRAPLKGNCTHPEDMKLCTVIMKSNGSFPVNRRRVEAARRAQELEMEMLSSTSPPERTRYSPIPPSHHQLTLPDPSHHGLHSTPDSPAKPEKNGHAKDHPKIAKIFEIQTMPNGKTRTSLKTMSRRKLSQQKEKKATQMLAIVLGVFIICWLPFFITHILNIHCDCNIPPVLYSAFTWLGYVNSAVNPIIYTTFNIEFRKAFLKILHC
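HEK293 T-REx D2 cells, tet-induced, calcium dye no-wash. Cpd pintool add, 180 s kinetic, then EC80 DA, 180 s kinetic. Ca flux read.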
D1 antagonist = human D1 dopamine receptor antagonism; P21728; HEK293 TREx D1 cells, calcium flux, dopamine EC80; stronger effect = lower value; activity change, negative = inhibition, % at 10 µM; 360,000 compounds, 3.2% hits; AID 504652; in the data active = activity change below about -30%; also: % is scaled to controls: 0 for no effect and ±100 for the full control effect
Target sequence (P21728 whole entry, looked up): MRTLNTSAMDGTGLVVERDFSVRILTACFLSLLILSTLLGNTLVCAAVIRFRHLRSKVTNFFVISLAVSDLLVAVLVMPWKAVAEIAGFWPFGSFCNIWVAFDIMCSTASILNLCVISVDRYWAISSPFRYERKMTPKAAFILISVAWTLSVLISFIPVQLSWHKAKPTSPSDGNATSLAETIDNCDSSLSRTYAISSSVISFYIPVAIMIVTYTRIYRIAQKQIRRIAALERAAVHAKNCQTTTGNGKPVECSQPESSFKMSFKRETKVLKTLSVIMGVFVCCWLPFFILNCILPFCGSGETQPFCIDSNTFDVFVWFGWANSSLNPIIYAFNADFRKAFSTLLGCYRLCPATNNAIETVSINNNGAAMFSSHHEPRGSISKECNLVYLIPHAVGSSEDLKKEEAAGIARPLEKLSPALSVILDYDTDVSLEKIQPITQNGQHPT
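Antagonism measured as reduced calcium response to an EC80 dopamine addition following 180 s compound pre-read; cells were inducible HEK293 Trex D1 plated overnight at 30 C, read kinetically at 1 cycle/sec.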
D2 agonist = activates the human D2 dopamine receptor; P14416; HEK293 T-REx D2 cells, calcium flux agonist mode; activation, % at 2 µM; 340,000 compounds, 0.53% hits; AID 485358;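 active = activation over 3 SD above normal in the single-dose calcium agonist read, cut at about 30% in these data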; also: 0% is about no effect
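Agonism is scored from calcium flux in a force-coupled, inducible HEK293 cell line expressing D2, read kinetically for 180 s after compound addition against dopamine controls.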
D1 PAM = potentiators of human D1 dopamine receptor | P21728 | AID 504651 | 360,000 compounds, 0.036% hits | HEK293 TREx D1 cells, calcium flux, dopamine EC20 potentiation | potentiation, % at 10 µM; in the data active = potentiation above about 30%; also: 0% is about no effect
TRHR enhancer = TRH receptor (human) allosteric enhancement; enhancement, % at 2 µM; AID 493056; TRHR cells, fluo-8 calcium fluorescence, EC20 TRH enhancement; 360,000 compounds, 0.66% hits; in the data active = enhancement above about 30%; also: 0% is about no effect
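TRHR-expressing cells loaded with fluo-8 calcium dye were read kinetically (ex 480/em 530) during compound addition, then stimulated with an EC20 of TRH (10 nM final). Enhancement of the Gq-mediated intracellular calcium response was scored.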
D1 agonist = human D1 receptor agonism; P21728; HEK293 T-REx D1 cells, calcium flux, agonist mode; activation, % at 2 µM; 360,000 compounds, 1% hits; also: 0% is about no effect
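Tetracycline-induced HEK293 TREx D1 cells, force-coupled to calcium signalling, were dye-loaded with a no-wash calcium kit. Compound was pin-added after a 10 s baseline. Fluorescence was read kinetically at 1 cycle/s for 180 s, with calcium rises flagged as agonism.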
TRHR agonist = agonists of human TRH receptor | TRHR cells, calcium flux fluo-8, FDSS agonist mode | activation, % at 2 µM | P34981 | 360,000 compounds, 0.18% hits; also: 0% is about no effect
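Steps: seed TRHR cells overnight; add fluo-8 no-wash Ca dye, RT 30 min–1.5 h; record 10 s baseline; pin-transfer compounds; monitor fluorescence 1 cycle/s for the agonist window. Calcium increases flag candidate agonists.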
D2 potentiator = positive allosteric modulators of human D2 dopamine receptor | HEK293 T-REx D2, calcium flux, EC20 dopamine potentiation | potentiation, % at 10 µM | 340,000 compounds, 0.34% hits;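 active = potentiation over 3 SD above the plate norm, cut at about 30% in these data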; also: 0% is about no effect
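Potentiation of an EC20 dopamine calcium response is measured in a force-coupled, tetracycline-inducible Hek293 Trex D2 line. Compound-only kinetic reads over 180 s flag agonists before dopamine addition.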
Starred values were filed as active, the others as inactive; ? = inconclusive; / = no result given; & = joins results of further samples. Rule as the data show it, unless noted: active = activation above about 30%; inactive = the rest.

Start of the data: the first 5 compounds as a preview:
SMILES	RXFP1 antagonist	D2 antagonist	D1 antagonist	D2 agonist	D1 PAM	TRHR enhancer	D1 agonist	TRHR agonist	D2 potentiator
CCOC(=O)c1c(CN(CC)CC)n(C)c2cc(Br)c(O)cc12	-12	-28	-11	-1.2	2	10	1	1.2	-9
COc1ccc(N2CCN(C(=O)CN(c3ccccc3)S(C)(=O)=O)CC2)cc1	-6	13	1	0.6	-4	3	4	1.3	13
CCc1ccccc1N(C(=O)c1snc(C(N)=O)c1N)C(C(=O)NCC1CCCO1)c1ccc(C)o1 (configuration not stated)	-119*	33*	8	0.5	-4	-4	5	1.0	0
Cn1nc(C(F)(F)F)c(-c2ccc(Br)cc2)c1NC(=O)c1cccnc1	-2	0	-4	3.3	0	0	9	1.4	3
COc1ccc(N(CC(=O)NCC2CCCO2)S(=O)(=O)c2ccccc2)cc1OC (configuration not stated)	-6	-3	-11	0.0	-2	0	2	1.4	16

The listing, from the first entry:
SMILES	RXFP1 antagonist	D2 antagonist	D1 antagonist	D2 agonist	D1 PAM	TRHR enhancer	D1 agonist	TRHR agonist	D2 potentiator
CCOC(=O)c1c(CN(CC)CC)n(C)c2cc(Br)c(O)cc12	-12	-28	-11	-1.2	2	10	1	1.2	-9
COc1ccc(N2CCN(C(=O)CN(c3ccccc3)S(C)(=O)=O)CC2)cc1	-6	13	1	0.6	-4	3	4	1.3	13
CCc1ccccc1N(C(=O)c1snc(C(N)=O)c1N)C(C(=O)NCC1CCCO1)c1ccc(C)o1 (configuration not stated)	-119*	33*	8	0.5	-4	-4	5	1.0	0
Cn1nc(C(F)(F)F)c(-c2ccc(Br)cc2)c1NC(=O)c1cccnc1	-2	0	-4	3.3	0	0	9	1.4	3
COc1ccc(N(CC(=O)NCC2CCCO2)S(=O)(=O)c2ccccc2)cc1OC (configuration not stated)	-6	-3	-11	0.0	-2	0	2	1.4	16
CCC(=O)c1ccc(OCC(=O)OCC(=O)NCC2CCCCC2)cc1	-10	-5	-7	0.2	-10	-1	10	-0.1	2
COc1ccc(C(NC(=O)C(C)(C)C)NC(=O)C(C)(C)C)cc1	7	17	-7	0.2	-4	3	1	-0.6	1
C/C(=N\NS(=O)(=O)c1ccc(Cl)cc1)c1ccc(NC(=O)c2ccco2)cc1	-2	4	5	0.4	-2	-7	22	0.9	0
CCN(CC(=O)Nc1c(F)cccc1F)C(=O)Cc1ccc(OC)c(S(=O)(=O)N2CCOCC2)c1	-15	-21	25	0.3	-2	6	8	-0.2	6
CC1CN(CCOc2ccccc2-c2ccccc2)CC(C)O1 (configuration not stated)	-3	71*	9	0.0	-4	4	1	-1.1	-17
O=c1c2ccccc2cnn1Cc1n[nH]c(=S)n1-c1cc(Cl)cc(Cl)c1	?	22	-10	-1.9	-3	1	2	-0.5	11
O=C(OCC(=O)N(C1CCCCC1)C1CCCCC1)c1ccco1	-13	-10	-12	-1.3	-7	-4	1	0.0	4
CCCn1c(Cc2ccccc2)n[nH]c1=S	-34	-2	12	0.1	0	-2	0	-0.3	-1
CN(C(=O)COC(=O)c1cc(=O)[nH]c2ccccc12)c1c(N)n(Cc2ccccc2)c(=O)[nH]c1=O	0	-6	-1	-0.2	4	-9	1	0.1	-2
CC1CCN(S(=O)(=O)c2cccc(C(=O)NCC3CCCO3)c2)CC1 (configuration not stated)	4	-8	64	0.0	-2	-1	7	-0.3	-7
CCN(CC)CCCNC(=O)CSc1c2c(nc3cc(Cl)ccc13)CCCC2	23&-12	-9	1&-1	0.5&0.6	-2&-2	-5&6	1&2	0.5&1.0	-3&11
O=C(Nc1cccc(Cl)c1)c1cccc(Oc2ccc([N+](=O)[O-])cc2Cl)c1	1	-9	-7	0.8	-12	-25	4	-1.0	21
O=C(NCCNc1ccc([N+](=O)[O-])cc1)c1ccc(Cl)cc1	-11	9	-6	-1.1	0	-10	0	-0.8	-15
CC(NCCO)C(=O)C12CC3CC(CC(C3)C1)C2 (configuration not stated)	0	16	2	/	1	-2	5	0.2	-1
COc1ccc(NS(=O)(=O)c2cccc(C(=O)NC3CCC(O)CC3)c2)cc1 (configuration not stated)	-14	/	-28	/	-8	0	0	0.6	/
COc1ccc(C2/C(=C(/O)c3ccccc3)C(=O)C(=O)N2CO)cc1 (configuration not stated)	1	-16	2	-0.3	2	5	2	-1.2	-2
Cc1ccc(NC(=O)CCNS(=O)(=O)c2cc(Br)cnc2N)cc1Cl	/	6	1	-2.0	-12	-2	12	0.2	-5
O=C(Nc1ccccc1)N(Cc1ccc(F)cc1)c1ccccn1	/	/	-10	9.1	-2	-7	10	4.5	-12
CCc1noc(C)c1C(=O)Nc1ccc(S(=O)(=O)N2CCCC(C)C2)cc1 (configuration not stated)	-5	-7	-17	-0.9	-12	-7	0	0.7	-9
CN(C)C(=O)c1noc2cc([N+](=O)[O-])ccc12	1	11	-9	-0.7	2	-2	1	-0.3	-6
CCN(C(=O)COC(=O)c1cnc(C)cn1)C1CCS(=O)(=O)C1 (configuration not stated)	-35	8	4	0.1	9	-2	3	0.4	6
Cn1c(SCc2nnc(-c3ccccc3Br)o2)nc2sc3c(c2c1=O)CCC3	4	16	-22	0.1	4	-2	6	-0.1	5
Cc1cccc(/C=C2\Oc3cc(OS(C)(=O)=O)ccc3C2=O)c1	-7	14	-13	-0.1	-12	3	4	0.5	11
Cc1cc(C(=O)CCl)c(C)n1CC1COc2ccccc2O1 (configuration not stated)	-18	9	14	-0.4	-4	46*	4	-0.6	1
CCCC(O)(CCC)C(=O)NN(C(=O)CCl)c1ccccc1	-8	6	3	2.6	-1	1	-1	-0.4	4
COc1cccc(CNC(=O)Cc2c(C)c3cc4c(C)coc4cc3oc2=O)c1	1	/	-15	-1.3	-3	-1	1	-1.5	10
COCCn1c(C)cc(C(=O)COC(=O)C23CC4CC(CC(O)(C4)C2)C3)c1C	-10	-1	1	0.3	1	5	0	0.3	11
COc1ccc(C2(C)NC(=O)N(CC(=O)N3CCc4ccccc43)C2=O)cc1OC (configuration not stated)	0	-11	11	-0.2	3	-4	1	-0.7	9
COC(=O)c1c(NC(=O)CSc2nnc3ccccn23)sc2c1CCC2	-11	/	11	/	-2	0	0	-0.1	/
COc1ccc(CCc2nnc(CCC(=O)NCC3CCCO3)o2)cc1 (configuration not stated)	2	-38	-20	-0.7	-12	-3	4	0.3	-9
CCc1ccc(-c2cc(C)no2)cc1S(=O)(=O)N1CCN(c2ccc(C(C)=O)cc2)CC1	8	3	0	-0.7	-6	-1	6	0.5	6
CCc1cc2c(=O)n(Cc3ccco3)c(SCc3c(C)noc3C)nc2s1	-15	11	-1	-0.2	-6	-2	-2	-0.9	16
Cc1ccc(C(=O)NNC2=Nc3cccc4cccc2c34)cc1	-37	71*	1	-0.3	-4	13	7	0.4	-25
O=C(NCCC1CCCCN1S(=O)(=O)c1ccc(F)cc1)C(=O)Nc1ccccc1 (configuration not stated)	1	4	-4	0.4	-12	7	1	0.1	-1
COc1ccc(C(=O)CNc2ccc3ccccc3c2)cc1	5	-33	-7	3.1	-1	6	2	1.4	7
Cc1cc(N2CCCN(C)CC2)nc2cc(Cl)ccc12	-16	-13	-6	2.9	-8	-1	6	0.8	-13
CCCN(C(=O)c1cc(C)ccc1C)c1c(N)n(Cc2ccccc2)c(=O)[nH]c1=O	-1	-7	0	1.0	3	4	5	0.2	9
Cc1ccc(-n2nc(C)c3nc(CCC(=O)Nc4ccc(F)cc4)c(=O)n(C)c32)cc1	-19	/	-12	1.1	0	4	2	-1.2	2
C=CCn1c(SCC(=O)NCC2CCCO2)nnc1-c1ccccc1 (configuration not stated)	8	4	/	1.1	2	-1	-1	0.0	-4
Cc1nc2ccccn2c1C(=O)NN	-4	-3	-1	0.8	4	-6	2	0.1	3
CCCCC(Br)C(=O)Nc1ccc(S(=O)(=O)Nc2cc(C)nc(C)n2)cc1 (configuration not stated)	-4	25	17	0.0	0	5	5	0.5	1
O=C(c1cc2c(s1)CCCC2)n1cccn1	-1	-17	-5	-0.4	-1	1	3	0.7	2
O=C(CCC1CCCC1)Nc1cc(Cl)ccc1N1CCOCC1	-21	9	8	0.8	5	3	2	-0.4	12
CCOC(=O)C1CCCN(C(=O)c2ccc3nc(-c4cccc(OC)c4)oc3c2)C1 (configuration not stated)	-10	-10	-10	-0.8	-2	-9	5	-0.3	1
COc1ccccc1N1CCN(C(C)C(=O)N2CC(C)OC(C)C2)CC1 (configuration not stated)	-6	-16	-4	0.1	-4	2	1	0.6	3
COc1ccccc1OCCNc1cc(N2CCCCC2)ccc1[N+](=O)[O-]	-4	8	-8	-1.1	-4	1	4	-1.5	-2
Cc1ccc(S(=O)(=O)n2nc(-c3ccccc3)nc2NCc2ccc(Cl)cc2)cc1	/	/	-57*	1.6	0	6	5	3.3	-5
CCCCn1c(N)c(N(CCOC)C(=O)c2cc(S(=O)(=O)N3CCCCC3)ccc2C)c(=O)[nH]c1=O	-8	-11	-12	-0.7	-5	-5	-1	-0.2	-6
CC1CCC(NC(=O)c2cccc(S(=O)(=O)N3CCN(c4ccccc4)CC3)c2)CC1 (configuration not stated)	1	5	15	0.3	2	0	6	-0.2	3
CCOC(=O)C1(C)C=C(Nc2ccc(C)cc2)C(=O)N1c1ccc(C)cc1 (configuration not stated)	0	-4	0	0.5	-3	1	1	0.8	/
CCCn1nc(C(=O)NC2CCCc3ccccc32)c2ccccc2c1=O (configuration not stated)	-3	7	-8	1.2	-8	-2	3	0.3	19
COC(=O)Cn1c(=NC(=O)C(C)C)sc2c(C)cc(C)cc21	12	-16	4	-1.0	-4	5	-1	-0.2	8
CCOC(=O)C1=NN(C(=O)Cc2ccccc2)C(O)(C(C)(C)C)C1 (configuration not stated)	-16	-1	5	-0.4	-3	-3	0	0.3	19
Cc1ccc(CN(Cc2cccn2-c2nnc(N3CCCC3=O)s2)C(=O)Nc2cc(C)cc(C)c2)cc1	-10	/	10	0.4	-5	3	1	0.0	-3
Cc1cccc(OCC(=O)NCCCNC(=O)c2ccco2)c1	-7	-14	-5	-0.3	-4	11	3	-1.3	6
O=C(CCN1CCOCC1)c1ccc2c(c1)OCCO2	-6	-5	-25	2.2	-8	-1	0	2.4	-7
O=C(Nc1cccc(F)c1)NC1CCCc2ccccc21 (configuration not stated)	-11	-10	-29	1.6	-9	2	14	0.6	-7
COc1ccc(-c2nc(NC(=O)CSc3nnc4ccccn34)ns2)cc1	-5	-16	-1	-0.1	-3	1	1	-1.1	-2

RXFP1 antagonist, entries above that show a hit
smiles | RXFP1 antagonist | D2 antagonist | D1 antagonist | D1 PAM | TRHR enhancer | D1 agonist | D2 potentiator
CCc1ccccc1N(C(=O)c1snc(C(N)=O)c1N)C(C(=O)NCC1CCCO1)c1ccc(C)o1 (configuration not stated) | -119* | 33* | 8 | -4 | -4 | 5 | 0
